# Screening data from PubChem BioAssay.
# Wee1 stabilizer: inhibitors of human Wee1 degradation; reporter increase, % at 5 µM; HeLa Luc-Wee1K328M stability, luciferase luminescence; 100% = proteasome inhibitor MG132 effect; 220,000 compounds, 1.2% hits; P30291;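 active = activation above the mean of all tested compounds plus 3 SD, set per screening run, cut at about 8.8% in these data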;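 also: cells exposed to compound for 20 h before luminescence read; 0% = DMSO alone and 100% = MG132 at 30 µM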
# Target sequence (P30291 whole entry K328M): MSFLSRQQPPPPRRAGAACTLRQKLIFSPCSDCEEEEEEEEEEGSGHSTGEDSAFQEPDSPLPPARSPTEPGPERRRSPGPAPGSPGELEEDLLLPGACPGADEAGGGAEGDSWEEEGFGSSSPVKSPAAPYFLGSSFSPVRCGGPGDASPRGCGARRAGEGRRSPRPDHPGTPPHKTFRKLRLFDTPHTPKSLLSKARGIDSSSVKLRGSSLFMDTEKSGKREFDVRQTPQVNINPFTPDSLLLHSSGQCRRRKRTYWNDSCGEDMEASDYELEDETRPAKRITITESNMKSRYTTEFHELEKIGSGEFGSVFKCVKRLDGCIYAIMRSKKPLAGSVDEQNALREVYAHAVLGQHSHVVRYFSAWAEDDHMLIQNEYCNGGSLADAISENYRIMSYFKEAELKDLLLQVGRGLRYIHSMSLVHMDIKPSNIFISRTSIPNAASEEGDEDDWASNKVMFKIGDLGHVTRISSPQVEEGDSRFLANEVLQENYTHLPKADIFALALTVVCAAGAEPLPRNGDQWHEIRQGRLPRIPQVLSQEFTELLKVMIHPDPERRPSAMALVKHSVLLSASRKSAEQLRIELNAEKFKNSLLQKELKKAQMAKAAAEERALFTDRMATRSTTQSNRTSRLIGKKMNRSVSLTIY
# PPC-1+TRAIL kill: PPC-1 cancer cell killing with TRAIL present; cell killing (% activity), % at 4 µM; AID 1443; PPC-1 cells + TRAIL, ATPLite viability luminescence; 220,000 compounds, 0.41% hits;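 active = cell killing above 50% in the first pass at 4 µM, then a duplicate retest at 5 µM averaging 50% or more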;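 also: plate controls were cells with TRAIL plus DMSO for no effect and medium-only wells lacking cells for full effect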
# TNF necrop inh: blocks TNF-alpha induced death of Jurkat FADD-/- cells; activation (protection from cell death), % at 10 µM; 220,000 compounds, 0.068% hits; Jurkat FADD-/- TNF necroptosis rescue, ATP luminescence, 24 h; 0 = TNF only, 100 = no-TNF cells;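 active = activation, meaning protection from cell death, of at least 50% relative to plate controls; inactive = activation below 50%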;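 also: necroptosis triggered by 40 ng/mL TNF-alpha added together with compound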
# EP2 antag: blocks the human prostaglandin E2 receptor EP2; C6 glioma cells expressing human EP2, cAMP TR-FRET; cells stimulated with saturating PGE2; P43116; inhibition, % at 25 µM; 260,000 compounds, 0.52% hits; AID 1422;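 active = percent inhibition above 40 after rounding to a whole number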;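 also: rat C6 glioma host cells with rolipram phosphodiesterase inhibitor present; the protocol text gives 20 µM as final concentration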
# Target sequence (P43116 whole entry, looked up): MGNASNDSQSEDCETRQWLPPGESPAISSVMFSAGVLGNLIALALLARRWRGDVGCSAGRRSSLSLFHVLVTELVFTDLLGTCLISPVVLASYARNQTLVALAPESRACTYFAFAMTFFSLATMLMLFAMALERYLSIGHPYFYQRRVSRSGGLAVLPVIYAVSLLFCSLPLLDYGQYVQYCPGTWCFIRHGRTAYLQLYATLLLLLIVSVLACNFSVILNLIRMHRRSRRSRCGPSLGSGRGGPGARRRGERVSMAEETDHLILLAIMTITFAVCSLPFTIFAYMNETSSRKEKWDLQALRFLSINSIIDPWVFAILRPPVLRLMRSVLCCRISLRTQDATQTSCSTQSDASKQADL
# Tb hexokinase: T. brucei hexokinase 1 inhibition. inhibition, % at 10 µM. recombinant TbHK1, G6PDH-coupled NADH A340. 220,000 compounds, 0.11% hits. AID 1430;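 active = inhibition of 50% or more in the single-dose primary screen; inactive = inhibition below 50%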
# zVAD death inh: L929 zVAD cell death inhibition; L929 zVAD necroptosis rescue, ATP luminescence, 24 h; with zVAD 60 µM; viability rescue, % at 10 µM; 220,000 compounds, 0.38% hits; AID 1377;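 active = activation, scaled between plate controls, above about 75%, limit read from the data; inactive = activation under that limit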;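 also: 0% = zVAD with DMSO and 100% = DMSO alone without zVAD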
# CHOP inhibitor: CHOP inhibition in unfolded protein response; CHO-K1 CHOP-promoter luciferase, tunicamycin-induced, 15-18 h; 220,000 compounds, 3.8% hits; inhibition, % at 10 µM; AID 2732;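 active = compounds that reduced the stress-induced luciferase reporter signal by more than about 70% of percent inhibition, limit read from the data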;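 also: 0% = tunicamycin plus vehicle and 100% = wells without tunicamycin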
# FXIa inh: factor XIa (human) inhibition; P03951; purified FXIa, Boc-Glu-Ala-Arg-AMC fluorogenic substrate; inhibition, % at 5 µM; 220,000 compounds, 0.14% hits; AID 798;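 active = inhibition of at least 40%; inactive = inhibition below 40%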;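 also: fluorescence of freed AMC excited at 355 nm; 0% = enzyme without compound and 100% = no enzyme blank; many of its hits are not listed in these tables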
# FXIIa inh: factor XIIa (human) inhibition; P00748; purified FXIIa, Boc-QGR-AMC fluorogenic substrate, 2 h; inhibition, % at 5 µM; 220,000 compounds, 0.3% hits; in the data active = inhibition above about 40%;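 also: 0% = enzyme with no compound and 100% = blank without enzyme; many of its hits are not listed in these tables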
# * hit, by the source's call; nt = no result given; & = joins results of further samples; ! = not confirmed by another sample. The list is partial (hit frequency here may not be typical).
SMILES,Wee1 stabilizer,PPC-1+TRAIL kill,TNF necrop inh,EP2 antag,Tb hexokinase,zVAD death inh,CHOP inhibitor,FXIa inh,FXIIa inh
COc1ccc(Cn2c(N)c(C(=O)NCc3ccco3)c3nc4ccccc4nc32)cc1,-2,20,-3.2,nt,-12,-0.2,53,-9,0
Cc1ccccc1OCCCn1cc(C(=O)C(=O)N2CCOCC2)c2ccccc21,2,16,1.1,13,-12,0.8,30,-1,6
CCCCn1c(O)c(C(C)=NCc2ccc(F)cc2)c(=O)[nH]c1=O,-2,2,0.0,5,3,2.3,21,-2,6
CN1C(=O)/C(=C/c2ccc(N3CCCCCC3)o2)C(=O)NC1=S,4,39,-5.0,0,3,-0.2,-14,11,20
CC1=C(C(=O)O)N2C(=O)[C@@H](NC(=O)CCCC(=O)O)[C@H]2SC1,4,5,0.3,28,-7,0.3,20,-2,2
Cc1cc2c(C(C)C)c(O)c(O)c(C=O)c2c(O)c1-c1c(C)cc2c(C(C)C)c(O)c(O)c(C=O)c2c1O,-2&-2,5,-3.7&-0.4,47*!,26&29,3.8&4.6,109*,21&14,30&11
C/C(=N\Nc1ccccc1)c1c(O)n(Cc2ccccc2)c(=O)[nH]c1=O,2,10,1.7,6,1,0.2,7,10,11
C=CCn1c(O)c(/C=C/C=Nc2ccccc2)c(=O)[nH]c1=O,-1,14,1.6,5,-45,0.8,-1,6,2
COc1cc(O)c(C(=O)O)c(-c2cc(O)c(O)cc2C)c1,nt,-14,-0.6,77*,7,0.6,-25,4,8
Cc1ccccc1N1C(=O)NC(=O)/C(=C\c2cc(C)n(C)c2C)C1=O,4,7,1.9,2,-15,3.2,5,-3,-2
Cc1nn(-c2ccccc2)c2c1CC1(C(=O)N(C)C(=O)N(C)C1=O)C1CCCCN21 (stereo unspecified),-1,8,-0.9,9,0,0.2,-21,-2,3
CN1CC=C(c2c[nH]c3ccccc23)CC1,-1,3,2.1,8,0,1.5,-7,6,-2
CN1C(=O)C(=Cc2ccc(N3CCOCC3)o2)C(=O)N(C)C1=O,2,19,0.1,-1,-4,0.9,20,-10,3
C=Cn1ccnc1P(=S)(c1ccccc1)c1nccn1C=C,3,25,-0.6,3,-2,0.0,-13,6,8
COc1ccc(C=C2C(=O)N(C)C(=O)N(C)C2=O)cc1CSc1ccccn1,-1,-5,-1.0,15,-3,0.1,-14,1,19
CCSc1cc(C2C(C#N)=C(N)Oc3n[nH]c(C)c32)c(C)o1 (stereo unspecified),0,12,-1.2,14,0,-0.2,18,0,0
Nc1c2c(nc3sc4c(c13)CCCCC4)CCCC2,2,25,4.4,-1,-1,1.0,26,-4,-1
CCS(=O)(=O)N1CCCC(C(=O)N2CCC3(CC2)OCCO3)C1 (stereo unspecified),-1,5,-0.2,15,0,1.7,32,-22,9
CCOC(=O)c1c(/N=C/C2C(=O)NC(=O)NC2=O)sc2c1CCC2,-1,-2,-1.6,5,-7,-0.4,66,2,5
CC(C)[C@H]1C(=O)O[C@H](C(C)C)C(=O)N(C)[C@@H](C(C)C)C(=O)O[C@H](C(C)C)C(=O)N(C)[C@@H](C(C)C)C(=O)O[C@H](C(C)C)C(=O)N1C,0,48,-10,12,-16,9.8,93*,-1,12
CC(=O)C1C(=O)NC23CCCCC2C1c1ccccc1O3 (stereo unspecified),-1,18,-1.6,10,-10,0.7,36,1,4
O=C(O)CSC(=S)N1CC2CC(C1)c1cccc(=O)n1C2 (stereo unspecified),1,-1,1.6,9,3,7.5,-5,10,2
O=P(OCC(F)(F)C(F)F)(N1CCCCC1)N1CCCCC1,3,5,-0.1,9,-3,0.2,27,4,17
COc1ccc(CCNCc2sccc2C)cc1OC,-3,22,1.9,2,-5,0.8,44,1,3
Cc1nc2ccccc2c(=O)n1-c1ccc(Br)cc1[N+](=O)[O-],-3,5,0.4,5,4,2.1,10,-5,7
Cc1ccc(-n2c(O)c(C=Nc3ccc(S(N)(=O)=O)cc3)c(=O)[nH]c2=O)cc1,-1,-3,1.0,4,-4,0.1,-4,-1,4
CN(C)CCCN=Cc1c(O)n(Cc2ccco2)c(=O)[nH]c1=O,0,16,0.9,2,0,0.3,32,-2,6
O=C1CC(=O)N(Cc2ccccc2)C(=O)N1CCCCCCN1C(=O)CC(=O)N(Cc2ccccc2)C1=O,0,12,2.4,12,-2,1.8,18,-3,0
CC(=Nc1c(C)n(C)n(-c2ccccc2)c1=O)c1c(O)n(Cc2ccccc2)c(=O)[nH]c1=O,-3,-11,-2.7,11,-24,-0.3,10,8,12
Cn1c(O)c(C=NC2CC3CCC2(C)C3(C)C)c(=O)[nH]c1=O (stereo unspecified),-2,-13,0.4,10,-1,1.4,15,4,7
Fc1cccc(F)c1-c1nc(-c2ccc(Cl)cc2)no1,2,21,1.8,15,-13,0.5,-20,-8,9
O=C(CN1C(=O)CN=C(c2ccccc2Cl)c2cc(Cl)ccc21)NCc1ccco1,1,10,-1.5,13,3,0.2,11,-6,7
Cc1ccc(-n2c(O)c(/C=N/NC(=O)c3ccncc3)c(=O)[nH]c2=O)cc1C,-1,29,2.0,6,-12,0.0,17,6,10
O=c1[nH]c(=O)n(CCc2ccccc2)c(O)c1C=NCCN1CCNCC1,0,10,-0.4,nt,-1,0.5,30,6,18
c1ccc(CN2CCN(Cc3ccc4c(c3)OCCO4)CC2)cc1,-3,18,-1.5,11,-2,0.5,-13,0,8
CCCCC(=O)N/N=C/c1c(O)n(Cc2ccc(F)cc2)c(=O)[nH]c1=O,-3,4,-1.8,6,-6,0.9,37,-4,2
Cc1cc(C)cc(N2C(=O)/C(=C\c3ccc(N4CCN(C)CC4)o3)C(=O)NC2=S)c1,-3,10,-10,4,-13,-0.4,-7,4,6
O=C(Nc1cccc(Cl)c1)c1c(O)c2c(n(Cc3ccccc3)c1=O)CCCC2,-1,-22,2.6,6,-14,nt,-27,7,12
c1ccc(-c2[nH]c[n+](CC3CO3)c2-c2ccccc2)cc1 (stereo unspecified),2,17,0.5,23,69*,1.9,14,-1,10
C=CCn1c(O)c(C(C)=Nc2cc(OC)ccc2OC)c(=O)[nH]c1=O,0,20,0.0,15,-6,0.5,38,6,13
COP(=O)(OC)C1(Nc2ccc(C)cc2)CCCCC1,4,10,-0.7,12,-4,0.2,19,-6,12
CC1(C)CN2C(c3ccc(Cl)cc3)N2C1 (stereo unspecified),0,3,0.9,12,-11,0.5,12,4,17
Cc1ccc[n+](CC(O)Cn2c3ccccc3c3ccccc32)c1 (stereo unspecified),0,17,0.4,6&8,0,0.2,31,3,13
Cc1cc(C=C2C(=O)NC(=S)NC2=O)c(C)n1-c1ccc2c(c1)OCO2,-2,7,-6.3,13,-4,-1.0,-28,4,9
CC(=O)c1c(C)n(C(C)C)c2ccc(O)cc12,1,nt,-0.3,nt,6,2.8,nt,nt,nt
Cc1oc(-c2cccs2)nc1CSCC(=O)N1CCC2(CC1)OCCO2,-1,-11,-3.3,11,5,0.0,-13,-2,-11
COc1ccc(C(CC(=O)N2CCC3(CC2)OCCO3)NS(=O)(=O)c2ccc(OC)cc2)cc1 (stereo unspecified),1,54*,0.9,11,-2,-0.2,16,3,13
CC(C(=O)Nc1ccc(Br)cc1C(=O)c1ccccc1)N1CCCCC1 (stereo unspecified),-1,7,-2.3,3,3,0.1,65,-6,11
Cc1ccccc1CN1CCN(Cc2ccccc2)CC1,-2,21,0.7,11,0,0.7,42,4,11
COc1ccc2[nH]cc(CCN(C)C)c2c1,4,3,-0.1,16&12,-4,2.4,24&-5,-1,3

# Of the compounds above, 4 have a thiophene ring, fused or not:
SMILES,Wee1 stabilizer,PPC-1+TRAIL kill,TNF necrop inh,EP2 antag,Tb hexokinase,zVAD death inh,CHOP inhibitor,FXIa inh,FXIIa inh
Nc1c2c(nc3sc4c(c13)CCCCC4)CCCC2,2,25,4.4,-1,-1,1.0,26,-4,-1
CCOC(=O)c1c(/N=C/C2C(=O)NC(=O)NC2=O)sc2c1CCC2,-1,-2,-1.6,5,-7,-0.4,66,2,5
COc1ccc(CCNCc2sccc2C)cc1OC,-3,22,1.9,2,-5,0.8,44,1,3
Cc1oc(-c2cccs2)nc1CSCC(=O)N1CCC2(CC1)OCCO2,-1,-11,-3.3,11,5,0.0,-13,-2,-11

# The list goes on.
SMILES,Wee1 stabilizer,PPC-1+TRAIL kill,TNF necrop inh,EP2 antag,Tb hexokinase,zVAD death inh,CHOP inhibitor,FXIa inh,FXIIa inh
CC[N+](CC)(CC)CCCCCCCCCC[N+](CC)(CC)CC,-1,-4,1.4,13,1,0.7,-16,1,4
CC(C)NS(=O)(=O)c1ccc(OCC(=O)N2CCN(Cc3ccc4c(c3)OCO4)CC2)c(Cl)c1,-3,25,-7.3,12,-12,-1.0,28,-29,6
O=c1[nH]c(=S)n(C2CC2)c(O)c1C=NCCN1CCOCC1,3,-7,1.5,1,-34,0.8,11,4,8
C/C(=N\NP(=S)(c1ccccc1)c1ccccc1)c1ccc(O)cc1O,0,14,-3.2,6,-11,-1.0,7,0,8
CC(=NCC1CCCO1)c1c(O)n(-c2ccccc2C)c(=O)[nH]c1=O (stereo unspecified),-3,-11,-0.8,10,-8,0.4,-2,5,7
O=C1CN=C(c2ccccc2)c2cc(Br)ccc2N1Cc1cc(=O)n2ccccc2n1,-1,-8,-0.1,6,2,-0.8,45,8,10
O=c1c2ccccc2nc(/C=C/c2ccc(O)cc2)n1-c1ccccc1O,2,0,-2.0,10,-40,14,17,5,12
O=c1[nH]c(=O)n(CCC2=CCCCC2)c(O)c1C=NCc1cccnc1,0,5,-1.4,10,56*,-0.3,0,-1,6
Nc1ccccc1C(=O)OCC(=O)N1CCc2ccccc21,0,-1,4.6,12,-11,0.1,-8,-5,4
O=c1c2ccccc2nc(-c2ccc(Cl)cc2Cl)n1-c1ccncc1,-4,11,-3.7,6&8,-3,-0.2,-1,5,20
CCn1c(O)c(/C=N/N2CCOCC2)c(=O)n(CC)c1=S,2,6,0.4,8,-41,0.8,10,9,3
CCCC[N+]12CCC(CC1)C(Cc1ccccc1)C2 (stereo unspecified),-1,29,1.2,14,-8,-0.4,0,0,8
CCN(C(=O)CN1CC=C(c2ccccc2)CC1)c1c(N)n(Cc2ccccc2)c(=O)[nH]c1=O,1,22,-0.3,7,6,0.0,-14,-1,5
C=CCn1c(O)c(C(C)=NCCc2ccccc2)c(=O)[nH]c1=O,-1,22,-0.3,7,-2,0.0,47,8,7
N#CCCn1cc(C(=O)Nc2ccccc2Cl)c(-c2ccc([N+](=O)[O-])cc2)n1,-2,33,0.5,3,-5,-0.6,12,0,17
Nc1ccc(C(=O)N/N=C2/CN3CCC2CC3)cc1,4,-24,0.7,5,-1,0.2,16,0,14
CCCCCCC(=O)N/N=C/c1c(O)n(C2CC2)c(=S)[nH]c1=O,-1,8,-0.3,7,-11,0.4,30,6,14
O=[N+]([O-])c1ccc(N2CCNCC2)cc1N1CCCCCC1,-1,4,2.4,9,-3,1.1,18,-2,2
Cc1cc(C(=O)N=Nc2c(O)n(C)c3ccccc23)c(C)o1,-2,31,-1.7,6,19,0.4,-4,3,8
Cc1ccc2c(c1)CCCN2N=O,-1,7,-0.3,4,-4,1.6,1,-4,2
CCCCn1c(O)c(C=NC2CCCCC2N)c(=O)[nH]c1=O (stereo unspecified),0,35,-1.1,12,-6,-0.3,4,10,3
COc1ccc(C(=O)C2CN(C)CC2C(=O)c2ccc(OC)cc2)cc1 (stereo unspecified),0,-1,-1.4,9,-3,-0.2,53,0,12
Cc1ccccc1C1=NCC(=O)N(CC(=O)NCc2ccco2)c2sc3c(c21)CCCC3,8,18,-8.3,9,-3,-0.2,44,-1,14
